AddAB inh: less growth of phage-infected E. coli with AddAB; E. coli expressing H. pylori AddAB, absorbance growth; inhibition, % at 11.9 µM; actives 0.29% (n = 330,000); AID 435030; in the data active means inhibition above about 12%;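 further: 0% = vehicle wells of infected cells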
SR-BI HDL uptake: mouse SR-BI HDL lipid transfer inhibition. Q61009. ldlA[mSR-BI] CHO cells, DiI-HDL uptake fluorescence, 3 h. inhibition, % at 12.5 µM. actives 0.96% (n = 320,000);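 active means mean replicate inhibition of at least 70% and a set share of replicates each scoring 70 or more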;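 further: 0% = median of neutral control wells and 100% = median of positive control wells; values of inactives mirror those of a sister screen read the other way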
Target sequence (Q61009 whole entry, looked up): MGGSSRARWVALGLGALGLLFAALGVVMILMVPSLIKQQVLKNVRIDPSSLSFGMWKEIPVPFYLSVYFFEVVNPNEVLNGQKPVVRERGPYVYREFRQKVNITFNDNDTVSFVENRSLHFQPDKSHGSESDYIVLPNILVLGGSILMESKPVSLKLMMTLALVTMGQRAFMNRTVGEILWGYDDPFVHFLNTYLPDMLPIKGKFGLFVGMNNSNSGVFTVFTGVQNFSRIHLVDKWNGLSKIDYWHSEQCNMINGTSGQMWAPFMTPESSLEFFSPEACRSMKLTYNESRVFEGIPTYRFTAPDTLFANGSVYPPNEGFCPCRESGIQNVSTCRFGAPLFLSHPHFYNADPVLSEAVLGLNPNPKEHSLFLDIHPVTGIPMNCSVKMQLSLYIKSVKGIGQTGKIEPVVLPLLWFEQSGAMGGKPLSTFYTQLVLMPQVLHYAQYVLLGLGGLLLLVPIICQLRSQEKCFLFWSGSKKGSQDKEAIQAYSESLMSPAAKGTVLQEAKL
phage Ecoli inh: E. coli growth loss with phage present | growth absorbance | AID 651602 | inhibition, % at 11.9 µM | actives 0.26% (n = 360,000); in the data active means inhibition above about 11%
Wnt act: activates Wnt/beta-catenin signaling in a reporter cell assay; activation, % at 9.35 µM; actives 1.2% (n = 300,000); activator, plate reader; AID 743398; in the data active means activation above about 30%, passing the limit was not always enough;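 further: 0% = neutral control wells and 100% = positive control wells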
CAL PDZ FP-1: CAL PDZ (human) peptide binding inhibition | Q9HD26 | purified CAL PDZ, TMR-peptide fluorescence polarization, 1 h | inhibition, % at 24.9 µM | actives 0.92% (n = 300,000) | AID 602252;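 active means mean inhibition of at least 30% with at least half of replicates also reaching 30%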;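 further: 0% = DMSO neutral control and 100% = excess unlabeled competitor peptide PRC23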
E coli growth: bacterial growth inhibition, counter-screen for AddAB inhibitors | E. coli V3065 growth, OD600 absorbance, 18 h | inhibition, % at 11.9 µM | actives 0.27% (n = 330,000);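 active means inhibition above the campaign's mean inhibition across all tested compounds plus 3 SD, cut at about 9.9% in these data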;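 further: uninfected addAB+ strain grown without phage in ampicillin broth; 0% = DMSO wells and 100% = ciprofloxacin 0.95 µg/ml wells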
MITF TRPM1 HTS: activators of MITF-driven TRPM1 promoter activity in SK-MEL-5 cells; SK-MEL-5 TRPM1-promoter luciferase, 24 h; % of positive control, neutral wells = 0; activation, % at 12.5 µM; actives 0.75% (n = 300,000); AID 588334;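 active means mean activation of at least 80% with every replicate also reaching 80%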;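 further: 0% = neutral control wells and 100% = parthenolide positive control wells; values of inactives mirror those of a sister screen read the other way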
SR-BI uptake up: activators of SR-BI mediated HDL lipid uptake. CHO ldlA[mSR-BI] cells, DiI-HDL uptake fluorescence, 3 h; 100 = double the neutral-control signal. AID 504775. actives 0.096% (n = 320,000). activation, % at 12.5 µM;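 active means mean replicate activation of at least 60% and every replicate at or above 60%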;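 further: 0% = median plate neutral-control signal and 100% = twice that signal; values of inactives mirror those of a sister screen read the other way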
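System: CHO ldlA[mSR-BI] cells / Medium: HEPES-buffered (25 mM, pH 7.4) F12 plus 0.5% BSA / Probe or stimulus: labelled HDL, 10 µg/mL / Doses: single compound concentration, delivered by pin transfer / Schedule: 3 h, 37 °C / Measured by: DiI fluorescence, bottom read / Measure: cell-associated DiI fluorescence as measure of HDL uptake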
Tat transport: blocks Tat-dependent protein export in E. coli. E. coli MC4100 TorA-mCherry Tat export, fluorescence. inhibition, % at 10 µM. AID 488895. actives 0.036% (n = 340,000);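 active means mean replicate inhibition at least 50% and at least half of replicates individually reaching 50%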;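 further: exported cargo escapes ClpAP degradation while cytoplasmic cargo is degraded and loses fluorescence; 0% = median of neutral control wells and 100% = median of NaSCN control wells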
CAL PDZ FP-2: human CAL PDZ-peptide interaction inhibition; purified CAL PDZ, TMR-peptide fluorescence polarization, 1 h; inhibition, % at 20 µM; actives 0.02% (n = 330,000); AID 504414;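 active means highest replicate inhibition of at least 40%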;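 further: plate controls were DMSO neutral control wells for no effect and unlabeled competitor peptide control wells for full effect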
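material = purified tagged CAL PDZ domain construct (CerCALP) | buffer or medium = sodium phosphate/NaCl buffer pH 7.4 with TCEP, IgG, Thesit | reagent = TMR-labelled reporter peptide T*-PRC34 bound in PDZ groove | incubation = 1 h room-temperature incubation prior to read | measured by = fluorescence polarization (mP) | evaluation = percent inhibition from loss of millipolarization | control set = unlabelled peptide and DMSO controls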
* marks the source's active call; other numbers are inactive results.

What do the screens show for `CC1CCCCN1CCCn1c(=S)[nH]c2ccccc2c1=O` (stereo not drawn)?
AddAB inh: 0.9; SR-BI HDL uptake: -8; phage Ecoli inh: 1.6; Wnt act: -2; CAL PDZ FP-1: 11; E coli growth: 0.5; MITF TRPM1 HTS: 6; SR-BI uptake up: 8; Tat transport: -3; CAL PDZ FP-2: 0.5

Results for O=C(NCCN1CCOCC1)C(=O)NCC1CCCO1 (stereo not drawn) ?
AddAB inh: 1.9; SR-BI HDL uptake: -11; phage Ecoli inh: 2.0; CAL PDZ FP-1: -3; E coli growth: -2.7; MITF TRPM1 HTS: -1; SR-BI uptake up: 11; Tat transport: -15; CAL PDZ FP-2: 0.3

Results for O=C(CSc1ncnc2ccccc12)NCC(=O)c1ccccc1 ?
AddAB inh: -0.3; SR-BI HDL uptake: -7; phage Ecoli inh: 1.7; Wnt act: 1; CAL PDZ FP-1: 2; E coli growth: -1.4; MITF TRPM1 HTS: -2; SR-BI uptake up: 7; Tat transport: 9; CAL PDZ FP-2: -2.1

Results for O=C(CNCc1ccccc1)NCCCN1CCCC1=O ?
AddAB inh: -1.9; phage Ecoli inh: 1.9; Wnt act: 1; CAL PDZ FP-1: 0; E coli growth: 0.3; MITF TRPM1 HTS: 2; Tat transport: 7; CAL PDZ FP-2: 0.0

Results for Cn1ccnc1C(O)(c1nnc(-c2ccccc2)o1)C(F)(F)F (stereo not drawn) ?
AddAB inh: 3.2; SR-BI HDL uptake: -29; phage Ecoli inh: 2.2; CAL PDZ FP-1: -5; E coli growth: 2.0; MITF TRPM1 HTS: -12; SR-BI uptake up: 29; Tat transport: -3; CAL PDZ FP-2: -0.6

How did CC(c1ccccc1)N1C(=O)c2ccccc2C1O (stereo not drawn) do in these assays?
AddAB inh: 4.4; SR-BI HDL uptake: -48; phage Ecoli inh: 1.4; Wnt act: -3; E coli growth: -2.0; SR-BI uptake up: 48; Tat transport: -2; CAL PDZ FP-2: 0.0

How did COC(C(=O)N/N=C/c1ccc(OCC(=O)N2CCOCC2)cc1)c1ccccc1 (stereo not drawn) do in these assays?
AddAB inh: 4.1; SR-BI HDL uptake: 3; phage Ecoli inh: -0.2; Wnt act: -2; CAL PDZ FP-1: -7; E coli growth: 0.9; MITF TRPM1 HTS: 1; SR-BI uptake up: -3; Tat transport: -2; CAL PDZ FP-2: -0.3

How did COc1cccc(CNC(=O)C2CCN(c3nn4c(=O)cc(C)nc4s3)CC2)c1 do in these assays?
AddAB inh: 2.2; SR-BI HDL uptake: 13; phage Ecoli inh: 3.4; Wnt act: 0; CAL PDZ FP-1: -4; E coli growth: -1.5; MITF TRPM1 HTS: -7; SR-BI uptake up: -13; Tat transport: 3; CAL PDZ FP-2: -1.6

How did c1ccc2nc3c(nc2c1)c1ccccc1n3CCN1CCOCC1 do in these assays?
AddAB inh: -0.6; SR-BI HDL uptake: -1; phage Ecoli inh: 1.4; CAL PDZ FP-1: -1; E coli growth: -2.0; MITF TRPM1 HTS: 32; SR-BI uptake up: 1; Tat transport: -3

Results for COc1cc(/C=C2/NC(=O)N(Cc3ccccc3F)C2=O)cc(OC)c1O ?
AddAB inh: 0.5; SR-BI HDL uptake: 24; phage Ecoli inh: 3.1; Wnt act: 0; CAL PDZ FP-1: -3; E coli growth: -3.1; MITF TRPM1 HTS: -5; SR-BI uptake up: -24; Tat transport: 12; CAL PDZ FP-2: -0.1

Results for Cc1nn(C)c(C)c1NC(=O)CSc1nc(-c2ccccc2F)nc2c1cnn2-c1ccccc1 ?
phage Ecoli inh: 2.6; Wnt act: 0; CAL PDZ FP-1: 3; MITF TRPM1 HTS: 2; Tat transport: -3; CAL PDZ FP-2: -0.5

What do the screens show for `O=C(Nc1ccccc1)NC1(C(=O)N2CCC(O)CC2)CCCCC1`?
AddAB inh: 3.8; phage Ecoli inh: 1.2; Wnt act: -2; E coli growth: -1.5; MITF TRPM1 HTS: -3; Tat transport: -4; CAL PDZ FP-2: 1.9

What do the screens show for `Cc1ccc(S(=O)(=O)N2CCCCC2)cc1NC(=O)Cc1c[nH]c2ccccc12`?
AddAB inh: 0.9; SR-BI HDL uptake: 3; phage Ecoli inh: 2.9; Wnt act: -4; CAL PDZ FP-1: -1; E coli growth: 0.7; MITF TRPM1 HTS: -15; SR-BI uptake up: -3; Tat transport: 1; CAL PDZ FP-2: -0.2

How did Cc1ccc(NS(=O)(=O)c2ccc(Cl)c(C(=O)Nc3cccc(C(=O)O)c3)c2)cc1 do in these assays?
AddAB inh: 0.9; SR-BI HDL uptake: -4; phage Ecoli inh: 1.5; Wnt act: 0; E coli growth: -2.4; SR-BI uptake up: 4; Tat transport: -2; CAL PDZ FP-2: -0.7

What do the screens show for `CCOC(=O)CN1C(=O)C(=O)N(Cc2ccccc2F)C1=O`?
AddAB inh: 0.9; SR-BI HDL uptake: 4; phage Ecoli inh: 0.6; Wnt act: -1; CAL PDZ FP-1: 0; E coli growth: 0.0; MITF TRPM1 HTS: 5; SR-BI uptake up: -4; Tat transport: -18; CAL PDZ FP-2: -5.4

Results for CC(NC(=O)CCc1nnc(-c2ccc(-c3ccccc3)cc2)o1)c1nccs1 (stereo not drawn) ?
AddAB inh: -1.0; SR-BI HDL uptake: 7; phage Ecoli inh: 2.4; Wnt act: -4; CAL PDZ FP-1: -2; E coli growth: -5.0; MITF TRPM1 HTS: -33; SR-BI uptake up: -7; Tat transport: 2; CAL PDZ FP-2: -0.7

What do the screens show for `CCCCOC(=O)CSC1=C(C#N)C(c2cccnc2)C(C(=O)OCC)=C(c2ccccc2)N1` (stereo not drawn)?
AddAB inh: -0.1; SR-BI HDL uptake: -7; phage Ecoli inh: 3.7; Wnt act: -3; CAL PDZ FP-1: 5; E coli growth: -0.2; MITF TRPM1 HTS: -9; SR-BI uptake up: 7; Tat transport: 14; CAL PDZ FP-2: -2.8

What do the screens show for `CC1(c2nnc(-c3cccc(Cl)c3)o2)CC(c2c(Cl)cccc2Cl)=NO1` (stereo not drawn)?
AddAB inh: 1.1; SR-BI HDL uptake: 6; phage Ecoli inh: 2.6; Wnt act: -4; CAL PDZ FP-1: -9; E coli growth: -1.1; MITF TRPM1 HTS: 1; SR-BI uptake up: -6; Tat transport: 8; CAL PDZ FP-2: -1.1

Results for CCOc1ccc(S(=O)(=O)N2CCC(C(=O)NC3CCCC3)CC2)cc1 ?
AddAB inh: 0.2; SR-BI HDL uptake: -12; phage Ecoli inh: 1.2; Wnt act: -2; CAL PDZ FP-1: -5; E coli growth: 0.0; MITF TRPM1 HTS: 0; SR-BI uptake up: 12; Tat transport: -4; CAL PDZ FP-2: -0.9

What do the screens show for `Cc1ccc(C(CC(N)=O)c2ccco2)cc1` (stereo not drawn)?
AddAB inh: 0.3; SR-BI HDL uptake: -71; phage Ecoli inh: 1.9; Wnt act: -1; CAL PDZ FP-1: 1; E coli growth: -3.2; SR-BI uptake up: 71*; Tat transport: -4; CAL PDZ FP-2: -0.5

How did CC(NC(=O)CCC(=O)c1ccc(F)cc1)C1CC2CCC1C2 (stereo not drawn) do in these assays?
AddAB inh: -1.2; SR-BI HDL uptake: -22; phage Ecoli inh: -0.2; Wnt act: 1; CAL PDZ FP-1: -3; E coli growth: -0.1; MITF TRPM1 HTS: -1; SR-BI uptake up: 22; Tat transport: -2; CAL PDZ FP-2: -1.8

What do the screens show for `CC(=O)c1nn(-c2cccc(Cl)c2)cc1C(=O)c1ccco1`?
AddAB inh: -0.5; SR-BI HDL uptake: 4; phage Ecoli inh: -1.6; Wnt act: -2; CAL PDZ FP-1: 6; E coli growth: -0.2; MITF TRPM1 HTS: -16; SR-BI uptake up: -4; Tat transport: -8

Results for Cc1ccc(N2C3=C(C(=O)CC(C)(C)C3)C(c3cn(C)nc3C)C3=C2CC(C)(C)CC3=O)cc1 ?
AddAB inh: 2.3; SR-BI HDL uptake: 1; phage Ecoli inh: 1.1; Wnt act: 5; CAL PDZ FP-1: 3; E coli growth: 1.1; MITF TRPM1 HTS: 7; SR-BI uptake up: -1; Tat transport: 3; CAL PDZ FP-2: 0.2

How did Cc1cc2oc(C(=O)NCCc3ccc(S(N)(=O)=O)cc3)c(C)c2cc1C do in these assays?
AddAB inh: 0.2; SR-BI HDL uptake: 51; phage Ecoli inh: 3.5; Wnt act: 0; E coli growth: 0.2; MITF TRPM1 HTS: 14; SR-BI uptake up: -51; Tat transport: 9; CAL PDZ FP-2: -1.0

How did O=C(Cc1noc2ccccc12)NNC(=S)Nc1ccccc1 do in these assays?
AddAB inh: 1.9; SR-BI HDL uptake: -30; phage Ecoli inh: -0.6; Wnt act: 0; CAL PDZ FP-1: -2; E coli growth: 1.4; MITF TRPM1 HTS: 7; SR-BI uptake up: 30; Tat transport: 4; CAL PDZ FP-2: 7.0

Results for Cc1ccc2nc(C)cc(C(=O)Nc3nccs3)c2c1 ?
AddAB inh: 2.9; SR-BI HDL uptake: 36; phage Ecoli inh: 5.3; Wnt act: -1; E coli growth: 1.3; MITF TRPM1 HTS: -8; SR-BI uptake up: -36; Tat transport: -2; CAL PDZ FP-2: -2.6

How did Cc1occc(=O)c1OCc1c(F)cccc1Cl do in these assays?
AddAB inh: -0.7; SR-BI HDL uptake: -13; phage Ecoli inh: 2.1; Wnt act: -1; CAL PDZ FP-1: 7; E coli growth: 0.2; MITF TRPM1 HTS: -5; SR-BI uptake up: 13; Tat transport: 6; CAL PDZ FP-2: 0.2

Results for Cc1cc(NC(=O)c2cc(S(=O)(=O)N3CCCCC3)ccc2C)no1 ?
AddAB inh: 2.5; SR-BI HDL uptake: 9; phage Ecoli inh: 0.6; Wnt act: -6; CAL PDZ FP-1: 2; E coli growth: 3.0; MITF TRPM1 HTS: -3; SR-BI uptake up: -9; Tat transport: -7; CAL PDZ FP-2: -2.2

In the list so far, 3 have a furan ring, fused or not:
What do the screens show for `Cc1ccc(C(CC(N)=O)c2ccco2)cc1` (stereo not drawn)?
AddAB inh: 0.3; SR-BI HDL uptake: -71; phage Ecoli inh: 1.9; Wnt act: -1; CAL PDZ FP-1: 1; E coli growth: -3.2; SR-BI uptake up: 71*; Tat transport: -4; CAL PDZ FP-2: -0.5

What do the screens show for `CC(=O)c1nn(-c2cccc(Cl)c2)cc1C(=O)c1ccco1`?
AddAB inh: -0.5; SR-BI HDL uptake: 4; phage Ecoli inh: -1.6; Wnt act: -2; CAL PDZ FP-1: 6; E coli growth: -0.2; MITF TRPM1 HTS: -16; SR-BI uptake up: -4; Tat transport: -8

How did Cc1cc2oc(C(=O)NCCc3ccc(S(N)(=O)=O)cc3)c(C)c2cc1C do in these assays?
AddAB inh: 0.2; SR-BI HDL uptake: 51; phage Ecoli inh: 3.5; Wnt act: 0; E coli growth: 0.2; MITF TRPM1 HTS: 14; SR-BI uptake up: -51; Tat transport: 9; CAL PDZ FP-2: -1.0

Screening results deposited in PubChem BioAssay by several laboratories.
